UBC13 polyUb – human UBC13 polyubiquitination inhibition. UBC13 polyubiquitin chain formation, TR-FRET. inhibition, % at 20 µM. hit rate 0.47% among 330,000. AID 485273; in the data active = inhibition above about 45%, passing the limit was not always enough
SENP7 block – SENP7 protease inhibition | Q9BQF6 | recombinant SENP7, Z-RLRGG-aminoluciferin luminescence, 40 min | AID 434973 | inhibition, % at 5 µM | hit rate 1.5% among 330,000;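 active = inhibition above about 50% at the single test dose, limit read from the data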;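 also: plate controls were DMSO with enzyme for no effect and no enzyme buffer wells for full effect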
Apaf1 inhib – inhibitors of human Apaf-1 apoptosome; O14727; reconstituted apoptosome caspase-3 activity, DEVD-Rh110 fluorescence; inhibition, % at 20 µM; hit rate 0.71% among 330,000; AID 489030; active = inhibition of at least 40% at 20 µM;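 also: plate controls were DMSO wells for no effect and DEVD-CHO caspase inhibitor wells for full effect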
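Medium: Hepes buffer, pH 7.5 / System: biochemical Apaf-1 apoptosome reconstitution / Measured by: Rh110 fluorescence, excitation 480 nm, emission 540 nm / Times: compound with Apaf-1, dATP, procaspase-3 30 min, then 50 min reaction, room temperature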
Jurkat NFkB inh – inhibitors of the PMA/ionomycin-induced NF-kB reporter in Jurkat cells. AID 435003. PMA/ionomycin-induced NF-kB luciferase reporter, luminescence. inhibition, % at 4 µM. hit rate 0.53% among 330,000
Gli-Sufu antag – Gli-Sufu pathway antagonism | inhibition, % at 5 µM | Sufu-KO-LIGHT fibroblasts, Gli luciferase reporter luminescence | hit rate 0.74% among 340,000;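 active = inhibition above about 55%, limit read from the data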;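 also: 0% = DMSO-treated cells and 100% = wells with medium but no cells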
SENP8 inh – blocks the human protease SENP8. AID 2540. purified SENP8, Z-RLRGG-aminoluciferin cleavage, luminescence. inhibition, % at 10 µM. hit rate 1.2% among 330,000
697 NFkB inh – lowers PMA/ionomycin-induced NF-kB signal in 697 B cells; inhibition, % at 4 µM; 697 B-cell NF-kB luciferase reporter, 16 h; hit rate 0.33% among 330,000; AID 435022; in the data active = inhibition above about 35%
HKDC1 inhibitor – blocks human hexokinase HKDC1 activity; recombinant HKDC1, G6PDH/diaphorase resazurin coupled fluorescence; Q2TB90; hit rate 0.16% among 340,000; inhibition, % at 20 µM;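 active = inhibition above about 35% when tested at 20 µM, limit read from the data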;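 also: plate controls were DMSO wells with enzyme for no effect and DMSO wells lacking enzyme for full effect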
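Test system: recombinant HKDC1 (HK5) hexokinase enzyme, produced in-house / Doses: 20 µM test compound, 1% DMSO / Timing: 90 min, room temperature / Detection: G6PDH/diaphorase-coupled fluorescence, 1 mM NADP, 100 µM resazurin, 525/613 nm / Control set: DMSO wells with and without enzyme mix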
The depositor's hits bear a star; x = not tested or not shown. Rule as the data show it, unless noted: active = inhibition above about 50%; inactive = the rest.

Sample of the layout (6 entries):
nr	SMILES	UBC13 polyUb	SENP7 block	Apaf1 inhib	Jurkat NFkB inh
1	O=C(COC(=O)C1CCCCC1)Nc1cccc(F)c1	7	17	-2	9
2	CCOC(=O)COn1c(=O)c(-c2ccc(Cl)cc2)[n+]([O-])c2ccccc21	10	0	1	-6
3	CCN1CCN(CCn2c(=S)[nH]c3ccccc3c2=O)CC1	2	5	0	-6
4	COc1ccccc1C(=O)Oc1cc(C)[nH]c(=O)c1[N+](=O)[O-]	-4	0	1	-2
5	O=C(CSc1nnc(CCCN2C(=O)c3cccc4cccc(c34)C2=O)n1-c1ccccc1)NCCCO	-2	0	-1	15
6	O=C(Cn1nnc2ccccc2c1=O)N[C@@H](Cc1c[nH]c2ccccc12)C(=O)O	-23	-5	0	-4

nr	Gli-Sufu antag	SENP8 inh	697 NFkB inh	HKDC1 inhibitor
1	9	6	10	-3
2	-3	-3	-8	2
3	9	1	-7	-2
4	-10	6	-21	-4
5	5	-8	-21	29
6	2	-9	5	2

The list itself, repeating the preview:
nr	SMILES	UBC13 polyUb	SENP7 block	Apaf1 inhib	Jurkat NFkB inh
1	O=C(COC(=O)C1CCCCC1)Nc1cccc(F)c1	7	17	-2	9
2	CCOC(=O)COn1c(=O)c(-c2ccc(Cl)cc2)[n+]([O-])c2ccccc21	10	0	1	-6
3	CCN1CCN(CCn2c(=S)[nH]c3ccccc3c2=O)CC1	2	5	0	-6
4	COc1ccccc1C(=O)Oc1cc(C)[nH]c(=O)c1[N+](=O)[O-]	-4	0	1	-2
5	O=C(CSc1nnc(CCCN2C(=O)c3cccc4cccc(c34)C2=O)n1-c1ccccc1)NCCCO	-2	0	-1	15
6	O=C(Cn1nnc2ccccc2c1=O)N[C@@H](Cc1c[nH]c2ccccc12)C(=O)O	-23	-5	0	-4
7	Cc1c(C)n(CCN(C)C)c2ncnc(NCc3ccccc3)c12	0	2	3	-4
8	NC(=O)C1CCN(C(=O)c2ccc(F)c(S(=O)(=O)N3CCOCC3)c2)CC1	-5	10	2	15
9	O=C1CC(c2ccccc2)CC(O)=C1C=Nc1ccccc1 (centres undefined)	-2	0	16	-6
10	CC1=C(C(=O)Nc2ccccc2)C2(CCCCC2)C(C(N)=O)C(=S)N1 (centres undefined)	0	3	-16	18
11	CC(=O)NC(=S)Nc1ccc2oc(-c3cc(F)c(F)cc3Cl)nc2c1	-6	0	-2	-110
12	CC(C)n1c(SCc2cc(=O)[nH]c3ccccc23)nc2c1c(=O)n(C)c(=O)n2C	-5	-3	2	-8
13	CCN(C[C@H]1N[C@@](C)(C(=O)OC)[C@H]2C(=O)N(C)C(=O)[C@@H]12)S(=O)(=O)c1ccc(OC(F)(F)F)cc1	9	2	-16	-4
14	CC(NCC1(N2CCOCC2)CCCCC1)C(=O)N1CCc2ccccc21 (centres undefined)	20	-17	10	1
15	Cc1ccc(S(=O)(=O)NNC2=NS(=O)(=O)c3ccccc32)c(C)c1	-30	-10	3	8

nr	Gli-Sufu antag	SENP8 inh	697 NFkB inh	HKDC1 inhibitor
1	9	6	10	-3
2	-3	-3	-8	2
3	9	1	-7	-2
4	-10	6	-21	-4
5	5	-8	-21	29
6	2	-9	5	2
7	18	-3	-4	-3
8	7	0	2	-6
9	23	-14	3	-3
10	-1	3	3	-8
11	-52	-1	-203	4
12	3	-3	-1	9
13	3	3	4	-2
14	4	-4	-16	-4
15	-16	-7	-2	-5

Additional records follow:
nr	SMILES	UBC13 polyUb	SENP7 block	Apaf1 inhib	Jurkat NFkB inh
16	COc1ccc(NC(=O)CN(C)S(=O)(=O)c2cccs2)cc1	4	1	-8	-20
17	CN(Cc1ccccc1)C(=O)CN1C(=O)c2ccccc2C1=O	-7	-4	3	-9
18	CCOc1ncccc1C(=O)OCC(=O)N(CC)c1ccccc1	16	-1	1	-3
19	COc1cccc(/C=C2\Sc3ccc(C(=O)NCc4cccnc4)cc3N(C)C2=O)c1	3	5	11	1
20	N=c1c2c(n(Cc3ccccc3)c3c1CCC3)CCC2	7	-5	-5	40
21	COc1cc(C(=O)N2C(=O)CCC2=O)cc(OC)c1OC	3	-11	-4	-2
22	CC(C)NC(=S)N/N=C/c1ccc(N2CCOCC2)cc1	5	2	-5	-3
23	CCOC(=O)C[C@H]1c2cc(F)ccc2S(=O)(=O)N1C(C)(C)C	7	-7	1	6
24	Cc1cc(-c2nnc(SCC(=O)NC3CC3)n2C(C)C)cs1	2	6	6	6
25	CN(C)CCn1c(=O)n(-c2cccc(Cl)c2)c(=O)c2c3c(sc21)CCCCC3	11	-14	6	-7
26	O=C(CCS(=O)(=O)c1cc2c(cc1Cl)NC(=O)CO2)NCc1ccccc1	4	-5	-1	4
27	CC(=O)c1ccc(NC(=O)c2cccc(N3C(=O)c4ccccc4C3=O)c2)cc1	-6	1	10	19
28	CCOc1ccccc1N1CCN(C(=O)Nc2ccc(Cl)c(Cl)c2)CC1	0	1	-5	22
29	COCCCn1c(=O)c2sccc2n(Cc2ccccc2C)c1=O	-6	-3	60*	-4
30	O=c1cc(/N=C/c2coc3c(ccc4ccccc43)c2=O)[nH]c(=S)[nH]1	-24	3	8	3

nr	Gli-Sufu antag	SENP8 inh	697 NFkB inh	HKDC1 inhibitor
16	-16	-3	6	0
17	0	5	-11	-7
18	-4	-5	7	-1
19	1	-7	-3	1
20	-4	-3	2	-5
21	-3	-7	-4	2
22	-6	4	-28	-10
23	34	-16	-14	-1
24	-2	4	-2	-5
25	5	1	13	-2
26	0	16	9	-4
27	-6	12	-2	10
28	x	2	10	x
29	30	4	-37	-4
30	-10	1	2	19

Continued.
nr	SMILES	UBC13 polyUb	SENP7 block	Apaf1 inhib	Jurkat NFkB inh
31	CC(=O)Nc1ccccc1-c1nnc(SCc2ccccc2Cl)[nH]c1=O	5	0	9	7
32	CCN(CC)S(=O)(=O)c1ccc(N2CCOCC2)c(NS(=O)(=O)c2ccc(C(C)C)cc2)c1	-8	3	7	6
33	CC(C)NC(=O)NC(=O)COC(=O)c1ccccc1F	-1	6	-6	17
34	O=P(CCNCc1ccco1)(c1ccccc1)c1ccccc1	-6	-3	2	7
35	CC1CCCCN1Cc1c(O)ccc2c(=O)c(-c3ccccc3)coc12 (centres undefined)	8	-9	6	-7
36	COc1ccc(S(=O)(=O)N2CCC(CN3C(=O)c4cccc5cccc(c45)C3=O)CC2)cc1	36	-8	5	7
37	CC(=O)Nc1sc2c(c1C(N)=O)CCC2	6	-1	1	10
38	COc1ccccc1NC(=O)c1c([N+](=O)[O-])c(C(C)(C)C)nn1C	2	-6	-4	-2
39	Cc1cccc(C(=O)NCC(=O)NNC(=O)c2ccccc2O)c1	10	4	-2	13
40	CCCOc1ccc(N2C(=O)CC(SCc3nc4ccccc4[nH]3)C2=O)cc1 (centres undefined)	-25	-4	5	-23
41	CCCCn1nnnc1SCC(=O)c1ccccc1F	3	2	2	-11
42	O=C(CNC(=O)N1CC(=O)Nc2ccccc21)NCc1ccc(Cl)cc1	4	-4	-8	12
43	C/C(=N/NS(=O)(=O)c1ccc(C)cc1)c1c[nH]c2ccccc12	9	-4	-7	8
44	O=C(Oc1ccc2c(-c3ccccc3)cc(=O)oc2c1)C1CCCCC1	5	-2	18	1
45	CCc1ccc2cccc3c2c1N=CN3C	-46	27	87*	11

nr	Gli-Sufu antag	SENP8 inh	697 NFkB inh	HKDC1 inhibitor
31	0	11	4	1
32	6	0	10	-12
33	0	2	21	12
34	28	-6	9	-7
35	-4	-8	-25	5
36	23	0	-21	-10
37	1	4	24	-2
38	7	1	18	-5
39	-6	-7	1	-11
40	-8	-3	-25	-10
41	-25	-2	-5	-7
42	-13	2	-11	-4
43	1	-2	5	6
44	-8	8	21	13
45	2	41	-8	21

Next section:
nr	SMILES	UBC13 polyUb	SENP7 block	Apaf1 inhib	Jurkat NFkB inh
46	COc1ccc(OCC(O)CN2CC(C)OC(C)C2)cc1 (centres undefined)	-7	-5	12	2
47	Clc1ccccc1-c1ccc(/C=N/n2cnnc2)o1	1	1	-4	10
48	CCc1cc2c(=O)c(-n3cnc4ccccc43)coc2cc1O	11	-2	-1	8
49	CCn1c(SCC(=O)N/N=C/C(C)=C\c2ccco2)nnc1-c1ccccc1	-21	12	11	4
50	O=C(C1=C[C@@H](c2csc3ccccc23)C[C@@H](OCc2ccc(CO)cc2)O1)N1CCN(Cc2ccccc2)CC1	-8	3	19	9
51	Cc1ccc(-n2c(-c3ccco3)nc3nc4ccccc4nc32)cc1F	10	-4	4	-2
52	NC(=S)N/N=C/c1coc2cc(Br)ccc2c1=O	-12	-5	0	6
53	Cc1ccc(-c2cnn(-c3cccc([N+](=O)[O-])c3)c2N)cc1	2	53*	9	-93
54	CCCCN(CCCC)CC1OCc2ccccc2CO1	-2	-2	-5	10
55	Cc1ccc(C(=O)Nc2nnc(S(=O)(=O)N3CCN(c4ccc(F)cc4)CC3)s2)cc1	-16	9	11	-9
56	CCN(CC)S(=O)(=O)c1cc(NC(=O)C2CSC3(C)CCC(=O)N23)ccc1C (centres undefined)	9	2	-3	9
57	O=C(N/N=C/c1ccc[nH]1)c1sc2ccccc2c1Cl	-4	-14	15	-11
58	N#Cc1cccc(-c2cn(S(=O)(=O)c3ccc(Cl)cc3)nc2N)c1	0	6	12	-9
59	O=C(Nc1ccc(Cl)cc1)c1ccc(OC2CSC2)cc1	-6	-4	5	-76
60	O=C1NC2(Nc3ccccc31)C(=O)Nc1ccccc12 (centres undefined)	0	-7	8	-14
61	COCCNC(=O)COc1cccc(Oc2ccccc2)c1	-2	-2	-25	-5
62	COc1cc(/C=N/Nc2ccc([N+](=O)[O-])cn2)cc(OC)c1O	-44	0	0	22

nr	Gli-Sufu antag	SENP8 inh	697 NFkB inh	HKDC1 inhibitor
46	0	-5	-40	-3
47	-15	0	-17	-2
48	-13	4	18	-2
49	24	2	4	11
50	8	6	-20	2
51	-5	-2	2	-2
52	3	4	1	3
53	-18	20	-96	9
54	7	6	9	-11
55	x	-3	-49	-4
56	7	-2	9	-3
57	-3	2	-17	-42
58	6	-9	-20	-2
59	-31	-12	-32	-6
60	-102	-13	3	4
61	2	0	-3	-4
62	9	2	5	-3

Assay outcomes (PubChem BioAssay)
